PGC1a acetyl inh – modulators of PGC1a acetylation; inhibition, % at 15.6 µM; AID 651687; U2OS PGC1a acetylation, AlphaScreen anti-acetyl-lysine; with virally co-expressed GCN5 acetyltransferase; actives 0.17% (n = 350,000);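 active means every replicate shows inhibition of at least 40%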;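 further: 0% = neutral control wells and 100% = positive control wells; some results beyond the cut were filed as inactive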
PAX8 inh HTS – PAX8 transcriptional activity inhibition; RMG-I TPO-luciferase reporter, SteadyGlo, 24 h; inhibition, % at 12.6 µM; actives 1.2% (n = 360,000); AID 652154;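 active means mean replicate inhibition at least 60% with every replicate also reaching 60%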;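 further: luciferase light reporting Pax8 driven TPO promoter activity; plate controls were median of neutral control wells for no effect and mitoxantrone controls for full effect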
Cneo AK release – causes C. neoformans cell lysis. adenylate kinase release luminescence, 4 h; normalised: neutral wells 0, clomiphene wells 100. lysis activity, % at 15 µM. actives 0.2% (n = 360,000);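 active means mean lysis activity across replicates of at least 80%, whatever share of replicates individually reach that level; inactive means mean lysis activity below 80%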
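Assay system: C. neoformans cells. Amount: yeast cell density of 5 × 10^6 cells/mL. Technique: AK luminescence. Buffer or medium: YPD. Times: static 4 h at 37 °C with compound, 1 h detection. Dosing: single-point compound dose. Read-out: lysis from increased AK signal.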
PglD DTNB – blocks C. jejuni PglD acetyltransferase activity; purified PglD enzyme, DTNB colorimetric CoA detection; actives 0.098% (n = 360,000); inhibition, % at 12.5 µM; in the data active means inhibition above about 16%, passing the limit was not always enough; further: strong numbers were not always called active
INS-1E GSIS act – GLuc luminescence reporter in INS-1E cells, primary screen for activators of glucose-dependent secretion of insulin. INS-1E GLuc reporter insulin secretion, 2-3 h. activation, % at 16.6 µM. actives 0.61% (n = 370,000). AID 743287;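 active means lowest replicate activation of at least 40%, so every replicate reaches that level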;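 further: 0% = median of neutral control wells and 100% = median of IBMX positive control wells; some compounds called inactive have numbers as strong as hits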
LGR2 antag – Drosophila LGR2 receptor signaling inhibition. HEK293 LGR2, CRE-luciferase, bursicon-stimulated, 4 h. AID 720647. actives 0.35% (n = 380,000). inhibition, % at 9.99 µM;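 active means drop in luminescence signal, shown as inhibition above about 50% in the replicate tests, limit read from the data, passing the limit was not always enough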;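 further: agonist challenge used bursicon conditioned medium at about half maximal strength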
ARNT-TACC3 inh – ARNT/TACC3 interaction disruption; actives 0.66% (n = 390,000); AID 623870; inhibition, % at 9.99 µM; AlphaScreen His-ARNT PAS-B/GST-TACC3 binding, luminescence; TACC3 fragment carries E629A point mutation;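 active means mean inhibition of replicates at least 50% and at least half of replicates each reaching 50%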;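 further: 0% = complete ARNT plus TACC3 wells and 100% = ARNT alone without TACC3; many hits fall short of the cut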
Statin myotox sup – suppression of simvastatin myotoxicity; C2C12 myotubes + simvastatin, ATP luminescence, 48 h; scaled: DMSO 0, geranylgeraniol control 100; rescue of ATP level, % at 7.49 µM; actives 0.78% (n = 330,000); AID 602340;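 active means mean ATP rescue above about 67%, or every replicate alone reaching that limit, limit read from the data, passing the limit was not always enough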;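 further: myotubes were challenged with 10 µM simvastatin during compound exposure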
* marks the source's active call; other numbers are inactive results; . = no result given.

SMILES	PGC1a acetyl inh	PAX8 inh HTS	Cneo AK release	PglD DTNB	INS-1E GSIS act	LGR2 antag	ARNT-TACC3 inh	Statin myotox sup
CO[C@@H]1CN(C)C(=O)c2cc(NS(C)(=O)=O)ccc2OC[C@@H](C)N(C)C[C@H]1C	-3	-17	0	0	4	1	0	3
COC(=O)C(NC(=O)c1ccc(F)cc1)(Nc1ncc(S(=O)(=O)c2ccc([N+](=O)[O-])cc2)s1)C(F)(F)F (stereo not drawn)	5	.	-2	1	.	.	7	-11
[O-][N+](=Cc1ccccc1)CC1(O)CCCCC1	1	-24	0	1	.	-28	.	5
C[C@@H]1CN([C@@H](C)CO)C(=O)c2cc(NS(C)(=O)=O)ccc2O[C@H]1CN(C)Cc1ccc(C(F)(F)F)cc1	-11	-2	1	2	-5	5	-2	-34
COc1ccccc1-c1ccc2c(c1)O[C@@H](CN(C)S(=O)(=O)c1ccccc1)[C@H](C)CN([C@@H](C)CO)S2(=O)=O	1	17	1	-4	-3	14	15	-66
C[C@@H]1CCCCO[C@@H](CN(C)C(=O)Cc2ccccc2)[C@H](C)CN([C@H](C)CO)C(=O)c2cc(NC(=O)C3CCCCC3)ccc2O1	-13	10	3	1	-29	29	0	.
COc1cc2c(cc1OC)C(c1ccc(N(C)C)cc1)NCC2 (stereo not drawn)	10	-5	-1	-1	20	16	26	0
Cc1ccc(C(=O)c2ccc([N+](=O)[O-])cc2)cc1C	-40	.	.	.	-3	-28	-1	9
CCC(C)N1C(=O)/C(=C/c2c(NCCCOC(C)C)nc3c(C)cccn3c2=O)SC1=S (stereo not drawn)	9	0	.	2	.	1	0	-13
C[C@@H]1CN([C@@H](C)CO)C(=O)c2cc(NC(=O)Nc3ccccc3)ccc2O[C@H]1CN(C)S(=O)(=O)c1cn(C)cn1	-3	.	-2	-1	16	17	-1	.
CCOC(=O)CN1C(=O)N[C@@H](c2ccccc2)C(C(=O)OC)=C1C	-3	.	-3	-1	.	.	4	-5
Cc1ccc(S(=O)(=O)N2CCN(CC(=O)NC3CCCc4ccccc43)CC2)c(C)c1 (stereo not drawn)	-1	.	-1	-2	.	.	2	2
Cc1cccnc1NC(=S)NCc1ccco1	0	-11	11	-2	4	-8	0	7
COc1ccc(Cl)cc1S(=O)(=O)Oc1ccc(NC(C)=O)cc1	.	.	-1	3	.	.	4	6
CCC(=O)Nc1ccc2c(c1)OC[C@@H](C)N(C(=O)Cc1cccnc1)C[C@@H](C)[C@H](OC)CN(C)C2=O	4	8	0	1	14	4	-3	16
COc1cc(CN(C(C)=O)c2ccccc2C(=O)O)ccc1[N+](=O)[O-]	.	10	.	.	-7	-11	-17	.
O=C(NC(=S)NC1C2CC3CC(C2)CC1C3)c1ccccc1 (stereo not drawn)	.	-13	10	0	-22	-17	-12	-30
O=C(N/N=C\c1ccc(OC(=O)c2ccco2)cc1)c1ccc(Cl)cc1	.	2	.	.	11	-27	-8	.
Cn1cnc(CCNC(=O)C[C@H]2CC[C@H]3[C@@H](COC[C@H](O)CN3C(=O)Nc3ccccc3)O2)c1	1	-14	-3	-4	0	-26	5	-1
CCc1nc2c(OCC(=O)C(C)(C)C)cccn2c1N(C)C(=O)CC(C)C	10	4	0	0	.	.	.	5

In a second layout: results already given
CCC(C)N1C(=O)/C(=C/c2c(NCCCOC(C)C)nc3c(C)cccn3c2=O)SC1=S (stereo not drawn)
  PGC1a acetyl inh = 9
  PAX8 inh HTS = 0
  Cneo AK release = .
  PglD DTNB = 2
  INS-1E GSIS act = .
  LGR2 antag = 1
  ARNT-TACC3 inh = 0
  Statin myotox sup = -13
COc1ccccc1-c1ccc2c(c1)O[C@@H](CN(C)S(=O)(=O)c1ccccc1)[C@H](C)CN([C@@H](C)CO)S2(=O)=O
  PGC1a acetyl inh = 1
  PAX8 inh HTS = 17
  Cneo AK release = 1
  PglD DTNB = -4
  INS-1E GSIS act = -3
  LGR2 antag = 14
  ARNT-TACC3 inh = 15
  Statin myotox sup = -66

For reference, part of the list above:
SMILES	PGC1a acetyl inh	PAX8 inh HTS	Cneo AK release	PglD DTNB	INS-1E GSIS act	LGR2 antag	ARNT-TACC3 inh	Statin myotox sup
C[C@@H]1CN([C@@H](C)CO)C(=O)c2cc(NS(C)(=O)=O)ccc2O[C@H]1CN(C)Cc1ccc(C(F)(F)F)cc1	-11	-2	1	2	-5	5	-2	-34
COc1ccccc1-c1ccc2c(c1)O[C@@H](CN(C)S(=O)(=O)c1ccccc1)[C@H](C)CN([C@@H](C)CO)S2(=O)=O	1	17	1	-4	-3	14	15	-66
C[C@@H]1CCCCO[C@@H](CN(C)C(=O)Cc2ccccc2)[C@H](C)CN([C@H](C)CO)C(=O)c2cc(NC(=O)C3CCCCC3)ccc2O1	-13	10	3	1	-29	29	0	.
COc1cc2c(cc1OC)C(c1ccc(N(C)C)cc1)NCC2 (stereo not drawn)	10	-5	-1	-1	20	16	26	0

More results follow:
SMILES	PGC1a acetyl inh	PAX8 inh HTS	Cneo AK release	PglD DTNB	INS-1E GSIS act	LGR2 antag	ARNT-TACC3 inh	Statin myotox sup
CCOC(=O)c1c(C)[nH]c(C(=O)N/N=C/c2ccc(Br)cc2)c1C	.	28	.	.	0	-17	-3	.
COc1ccc(/C=C/CN2CCC(n3nccc3NC(=O)C3CCCC3)CC2)cc1	21	-3	0	-2	5	-12	-8	3
CCOc1cc(C=O)ccc1OS(=O)(=O)c1ccc(NC(C)=O)cc1	.	16	.	.	9	15	4	.
C[C@@H]1CN([C@@H](C)CO)C(=O)c2cc(NC(=O)c3ccncc3)ccc2O[C@@H]1CN(C)C(=O)Nc1ccc2c(c1)OCO2	-7	.	-1	-4	10	0	4	-13
Cc1cccc(C(=O)NNC(=O)c2ccccc2O)c1	-1	-32	-3	-4	-4	-23	-6	-4
O=C(N/C(=C\c1ccc([N+](=O)[O-])cc1)C(=O)N1CCOCC1)c1ccccc1	.	-15	.	.	1	28	-2	.
C[C@@H]1CCCCO[C@@H](CN(C)S(=O)(=O)c2ccc(Cl)cc2)[C@H](C)CN([C@H](C)CO)C(=O)c2cc(NS(C)(=O)=O)ccc2O1	-6	16	3	0	-2	6	1	20
COc1ccc(NC(=O)N(C)C[C@@H]2Oc3ccc(NS(=O)(=O)c4ccc(OC)cc4)cc3C(=O)N([C@H](C)CO)C[C@@H]2C)cc1	2	-8	-4	4	3	2	6	11
CCOC(=O)c1cnc2ccc(Br)cc2c1NCCCN1CCOCC1	.	9	0	1	27	5	-12	-15
Cc1nn(C)cc1CN1CCC(n2nccc2NC(=O)CCCc2ccccc2)CC1	-5	-3	-9	2	1	12	.	3
O=C(Nc1cccc(S(=O)(=O)N2CCOCC2)c1)c1ccc(N2CCCC2=O)cc1	-10	-8	2	-8	.	17	.	-6
Cc1cc(CC(C)C)n(-c2nc3ccccc3c(=O)n2OCC(=O)N(C)C)n1	-3	.	-2	-10	.	.	1	.
COCC(=O)Nc1ccc2c(c1)OC[C@@H](C)N(Cc1ccccn1)C[C@@H](C)[C@H](OC)CN(C)C2=O	-2	2	3	-1	-12	0	-5	-7
CC(=O)O[C@@H]1[C@@]2(C)O[C@H]2CC[C@]23O[C@H]2[C@H](OC3=O)C2=C(C)C(=O)O[C@@]21O	10	-4	-5	13	5	-3	-24	1
O=C(C[C@H]1C=C[C@H](NC(=O)Nc2ccc(F)cc2)[C@H](CO)O1)NCc1ccccn1	-4	-8	2	1	10	-3	1	4
Cc1ccc(C(=O)OCC(=O)Nc2ccc(Cl)cn2)s1	.	7	-1	4	0	2	-1	-3
CNC(=O)CSc1nccn1Cc1ccc(Cl)cc1	-5	8	.	.	18	2	-3	.
Nc1cc2[nH]c(=O)c3ccccc3c2cc1Br	.	-6	.	.	0	11	1	8
Cc1noc(C)c1NC(=O)N(C)C[C@@H]1Oc2cc(C#CCN(C)C)ccc2S(=O)(=O)N([C@@H](C)CO)C[C@@H]1C	3	.	7	2	1	38	-1	8
CCCCN(CC)C(=O)CSc1nc2ccccc2c(=O)n1CC1COc2ccccc2O1 (stereo not drawn)	6	-22	2	2	.	.	-9	-7
O=[N+]([O-])c1cccc(-c2nc(-c3ccccc3)no2)c1	6	-54	7	2	2	-40	-3	4
C[C@H]1CN([C@@H](C)CO)C(=O)c2cccc(NS(=O)(=O)c3ccccc3)c2O[C@@H]1CN(C)Cc1ccc(C(=O)Nc2ccccc2N)cc1	12	-13	.	.	2	-5	.	.
Clc1ccc(NCc2nncn2-c2ccccc2)cc1	2	.	1	-12	-6	3	19	11
C[C@H](CO)N1C[C@H](C)[C@@H](CN(C)C)OCCCC[C@H](C)Oc2ccc(N(C)C)cc2C1=O	3	-4	4	-3	4	3	-24	1
COc1ccc(C(=O)CCNc2ccc(C)c(Cl)c2)cc1	5	-13	1	1	0	-14	.	-9
O=C(C[C@H]1C=C[C@H](NC(=O)C2CCOCC2)[C@H](CO)O1)Nc1ccc(-c2ccccc2)cc1	-11	18	-4	1	-16	-5	-5	-4
C=C1C(=O)O[C@@H]2[C@H]1CC[C@H](C)[C@]1(O)CCC(=O)[C@@]21C	7	89*	0	4	7	8	-3	-11
O=c1c2ccccc2c(-c2cccc(C(F)(F)F)c2)nn1-c1ccccc1	-2	-14	-6	0	-6	8	1	-6
CC(=O)C[C@H]1c2cc(C(F)(F)F)ccc2S(=O)(=O)N1c1ccc(N(C)C)cc1	-4	-15	3	2	-8	-12	2	10
COc1ccccc1CNC(=O)C1CSC2(C)CCC(=O)N12 (stereo not drawn)	1	-6	-4	3	2	2	-10	3
Cc1ccc(/C=C2\CC(C)CC3=C2NC(=S)NC3c2ccc(C)cc2)cc1 (stereo not drawn)	2	19	.	.	10	6	11	.
O=C1c2ccccc2C(Nc2ccccc2)N1Cc1ccc2c(c1)OCO2 (stereo not drawn)	-13	25	.	.	-12	-1	-1	0
CCOC(=O)C1(Cc2ccccc2C(F)(F)F)CCN(CC(O)CO)CC1 (stereo not drawn)	0	11	1	-6	0	17	4	5
C[C@H]1CN([C@@H](C)CO)C(=O)c2cccc(NC(=O)c3ccc(-c4nccs4)cc3)c2O[C@@H]1CN(C)Cc1ccc(C(F)(F)F)cc1	11	.	3	1	0	17	10	5
Fc1ccccc1/C=N/N1CCN(Cc2ccccc2Cl)CC1	.	-26	-2	1	-10	-7	18	2

Entries of single compounds from above. Order of values: PGC1a acetyl inh	PAX8 inh HTS	Cneo AK release	PglD DTNB	INS-1E GSIS act	LGR2 antag	ARNT-TACC3 inh	Statin myotox sup
O=C(C[C@H]1C=C[C@H](NC(=O)C2CCOCC2)[C@H](CO)O1)Nc1ccc(-c2ccccc2)cc1 as listed: -11	18	-4	1	-16	-5	-5	-4
CC(=O)C[C@H]1c2cc(C(F)(F)F)ccc2S(=O)(=O)N1c1ccc(N(C)C)cc1 as listed: -4	-15	3	2	-8	-12	2	10
C[C@H](CO)N1C[C@H](C)[C@@H](CN(C)C)OCCCC[C@H](C)Oc2ccc(N(C)C)cc2C1=O as listed: 3	-4	4	-3	4	3	-24	1
CCOC(=O)C1(Cc2ccccc2C(F)(F)F)CCN(CC(O)CO)CC1 (stereo not drawn) as listed: 0	11	1	-6	0	17	4	5
COc1ccccc1CNC(=O)C1CSC2(C)CCC(=O)N12 (stereo not drawn) as listed: 1	-6	-4	3	2	2	-10	3

Compound activity from PubChem.
